PolyA inh: polyadenylation inhibitors in yeast reporter cells, primary screen, luminescence, S. cerevisiae; hit rate 0.02% among 300,000; S. cerevisiae SKY197-pL101 polyadenylation reporter, beta-gal luminescence; efflux-impaired pdr1/pdr3 knockout yeast; score 100 = 6 SD above DMSO; AID 1875, 2009; calls only at 12 µM;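 active means lowest replicate activity score at least 50, where 100 means six control SD above control mean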;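 further: yeast exposed to compound for 9 h at 30 °C; higher score means more reporter readthrough which indicates perturbed polyadenylation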
HSF-1 act: HSF-1 activators, primary screen, NIH3T3-HGL cells, MG132 stress, luminescence, single point | NIH3T3-HGL HSF-1 luciferase reporter, 8 h; 100% = twice DMSO control signal | activation, % at 9 µM | hit rate 1.7% among 300,000;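 active means mean replicate activation of at least 50% with a set share of replicates each reaching 50%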;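 further: 0% = median of the neutral control wells and 100% = twice that signal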
IEC-6 cytotox: cytotoxicity in IEC-6 intestinal epithelial cells, primary screen, cytotoxicity control for KLF5 inhibitor project, cell-based, luminescence; IEC-6 cytotoxicity, luminescence viability; inhibition, % at 5 µM; hit rate 0.78% among 290,000; in the data active means inhibition above about 22%;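 further: 0% = plate median of test compound wells and 100% = cytotoxic reference compound wells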
HSP90 refold inh: HSP90 inhibitors, primary screen, cell lysate, luminescence; AID 1789, 2009; inhibition, % at 5.6 µM; Rabbit reticulocyte lysate, luciferase refolding luminescence, 3 h; hit rate 0.91% among 290,000;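 active means inhibition above the screen-wide mean plus 3 SD, computed separately per campaign, cut at about 16% in these data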;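 further: 0% = DMSO wells and 100% = 60 µM geldanamycin wells; inhibitors lower the luminescence because luciferase stays unfolded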
GSK3 alpha inh: blockers of GSK3A enzyme activity – biochemical, luminescence, cell-free homogeneous, HTS, primary screen. hit rate 0.1% among 320,000. inhibition, % at 10 µM. GSK-3 alpha kinase, ADP-Glo luminescence, 60 min. Glycogen synthase kinase-3 alpha (Homo sapiens), P49840;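 in the data active means inhibition above about 50%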;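 further: GST-tagged GSK-3 alpha with peptide substrate and 25 µM ATP; 0% = DMSO neutral wells and 100% = GW8510 positive control wells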
Target sequence (P49840 whole entry, looked up): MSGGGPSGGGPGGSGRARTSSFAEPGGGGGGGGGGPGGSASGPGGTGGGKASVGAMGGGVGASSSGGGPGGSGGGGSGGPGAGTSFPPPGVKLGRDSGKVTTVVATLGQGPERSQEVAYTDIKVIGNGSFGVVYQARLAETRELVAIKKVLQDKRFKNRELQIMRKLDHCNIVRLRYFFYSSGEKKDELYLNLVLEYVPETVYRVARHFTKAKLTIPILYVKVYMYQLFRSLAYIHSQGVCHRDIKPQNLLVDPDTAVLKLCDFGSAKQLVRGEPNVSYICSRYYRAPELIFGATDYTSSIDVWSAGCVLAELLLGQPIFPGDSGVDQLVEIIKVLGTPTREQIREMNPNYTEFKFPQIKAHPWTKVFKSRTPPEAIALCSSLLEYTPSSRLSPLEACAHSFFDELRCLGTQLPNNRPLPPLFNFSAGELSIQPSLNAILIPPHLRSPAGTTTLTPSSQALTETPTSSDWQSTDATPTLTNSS
GSK3B inh: human GSK3beta kinase inhibitors, primary screen, biochemical, cell-free homogeneous, HTS; hit rate 0.038% among 300,000; activity score (negative = inhibition), % at 10 µM; Glycogen synthase kinase-3 beta (Homo sapiens), P49841; GST-GSK3beta kinase, ADP-Glo luminescence, 60 min; hits give low values;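 active means more than half of replicate wells score below -50%, meaning over 50% inhibition versus plate controls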;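 further: 0% = median DMSO wells and -100% = median GW8510 positive control wells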
Target sequence (P49841 whole entry, looked up): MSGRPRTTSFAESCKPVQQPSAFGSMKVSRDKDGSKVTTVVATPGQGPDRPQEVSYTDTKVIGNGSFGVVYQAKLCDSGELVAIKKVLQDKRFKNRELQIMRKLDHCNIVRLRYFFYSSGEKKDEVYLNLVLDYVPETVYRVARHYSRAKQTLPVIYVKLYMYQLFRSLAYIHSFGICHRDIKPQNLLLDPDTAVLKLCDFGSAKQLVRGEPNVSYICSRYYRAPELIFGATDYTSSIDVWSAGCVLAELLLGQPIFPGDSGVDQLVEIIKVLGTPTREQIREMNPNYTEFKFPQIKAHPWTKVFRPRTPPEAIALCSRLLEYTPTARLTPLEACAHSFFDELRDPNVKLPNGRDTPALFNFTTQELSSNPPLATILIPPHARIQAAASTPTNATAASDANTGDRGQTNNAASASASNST
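Test system – GST-tagged human GSK3beta kinase, cell-free · Incubation – 60 min enzyme reaction, room temperature · Signal – ADP-Glo luminescence · Also added – peptide substrate and ATP at 25 µM · Controls – DMSO neutral wells and GW8510 at 20 µM as positive · Buffer or medium – Tris/MgCl2 kinase buffer · Measure – Luminescence-derived activity versus plate DMSO and GW8510 wells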
AI-2 QS mod: Vibrio harveyi AI-2 quorum sensing modulators, primary screen, JMH597 strain, luminescence/OD600 ratio; activity change, % at 7.5 µM; hit rate 0.4% among 300,000; Vibrio harveyi JMH597 AI-2 luminescence/OD600 ratio, 9 h; hits give low values; strain lacks LuxN and CqsS sensors; 0 = neutral-control median; in the data active means activity change below about -75%, passing the limit was not always enough;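 further: luminescence divided by OD600 gain over 9 h not by final OD600 alone; inactives centre near 13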
HSF1 inh: HSF1 inhibitors in luciferase reporter cells, primary screen, cell-based, NIH3T3, luminescence; NIH3T3-HGL HSE-luciferase, MG132-induced, luminescence 8 h; hits give low values; hit rate 0.77% among 300,000; activity change, negative = inhibition, % at 7.5 µM (by protocol); AID 2098, 2009;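 active means more than half of replicate wells show activity change below -50%, luminescence cut by over half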;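 further: luciferase reports HSF-1 transcriptional activity via heat shock element; 0% = median of DMSO wells and -100% = zero luminescence signal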
aSyn UTR inh: MLPCN primary screen, SNCA 5' untranslated region. alpha-synuclein 5'UTR reporter, inhibitor activity. inhibition, % (tested at 7.5 µM). hit rate 0.82% among 300,000; in the data active means inhibition above about 60%;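 further: H4 neuroglioblastoma cells stably carrying SNCA 5'UTR luciferase fusion; 0% = DMSO wells and 100% = positive control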
KLF5 inhibitor: KLF5 expression inhibitors, primary screen, DLD-1 cells, luminescence; DLD-1 KLF5 promoter-luciferase reporter; inhibition, % at 5 µM; hit rate 0.23% among 290,000; AID 1700, 2009;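 active means inhibition above a per-plate limit of that plate's mean compound inhibition plus 3 SD, cut at about 60% in these data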;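 further: 0% = DMSO wells and 100% = LY294002 at 200 µM; higher means less KLF5 promoter-driven luciferase light; inactives centre near -14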
Starred values were filed as active, the others as inactive; i = inactive; nt = no result given. A portion of the library. The share of hits here may be higher or lower than overall.

Compound	HSP90 refold inh	PolyA inh	IEC-6 cytotox	HSF1 inh	GSK3 alpha inh	KLF5 inhibitor	HSF-1 act	AI-2 QS mod	GSK3B inh	aSyn UTR inh
Cc1noc(C)c1COc1ccc(C(=O)OC(C)C(=O)Nc2ccc(N3CCOCC3)cc2)cc1 (centres undefined)	2	i	-5	-1	3	-11	-4	-7	-2	42
Cc1coc2c1C(=O)C(=O)c1c-2ccc2c(C)cccc12	nt	i	nt	-16	3	nt	-17	36	0	-64
COc1ccc(C(=O)COC(=O)CCCN=C2NS(=O)(=O)c3ccccc32)c(OC)c1	nt	i	nt	20	nt	nt	13	16	1	5
CCc1cccc(NS(=O)(=O)c2ccc3c(c2)NC(=O)C(C)S3)c1 (centres undefined)	6	i	-3	35	-1	5	77*	5	2	-16
Cn1c(-c2nnn(-c3ccc(F)cc3)n2)cc2ccccc21	6	i	3	28	-1	-25	17	13	-1	-156
NC(=O)c1cnn(-c2cccc(Cl)c2)c1N	-1	i	3	-1	-2	-11	1	21	-1	0
CC(C)(C)[C@@H]1C=C(C(=O)N2CCN(Cc3ccccc3)CC2)O[C@H](OCc2ccc(CO)cc2)C1	5	i	2	2	-3	-6	8	-4	9	12
Cc1sc2nc(SCC(=O)NCCOCCO)n(C)c(=O)c2c1C	-2	nt	2	nt	nt	-16	nt	-2	-2	-15
CCCN1CCN(C(=O)CCNC(=O)Cn2cnc3ccccc3c2=O)CC1	-2	i	-8	-1	-2	5	1	15	1	-12
Cc1nc(C)n(C(C)CNS(=O)(=O)c2ccc(Cl)cc2)n1 (centres undefined)	-5	i	-7	4	-4	-19	8	15	8	-29
CCOc1cc(/C=N/NC(=O)C(OC)c2ccccc2)ccc1O (centres undefined)	1	i	-2	-4	1	-24	-7	-7	-2	-2
CCC(C)NC(=O)c1ccc(CN2CCc3ccccc3C2)cc1 (centres undefined)	1	i	-2	6	0	-11	-5	22	-1	2
Cn1c(SCC(=O)Nc2cccnc2)nnc1-c1ccccc1F	-1	i	-4	3	0	-26	2	12	-3	7
Cc1ccc(Cc2c(C)[nH]c(=S)[nH]c2=O)cc1	-5	i	-3	-5	-6	-17	7	2	0	17
Cc1cc(CNC(=O)CCc2nnc(CCCc3ccccc3)o2)nn1C	5	i	1	11	1	-23	34	15	3	-27
O=C(/C=C/c1ccco1)NCC(=O)N/N=C/c1ccc([N+](=O)[O-])cc1	-3	i	-6	3	-2	-9	3	15	-2	-26
COc1ccc(C2/C=C\CN(C(=O)C3CCCCC3)CC(=O)N2Cc2ccc(F)cc2)cc1 (centres undefined)	nt	nt	nt	3	-2	nt	nt	24	3	17
Cc1ccc([N+](=O)[O-])cc1S(=O)(=O)Nc1ccc(N2CCOCC2)cc1	-6	i	4	-10	-2	-6	1	26	-3	6
CCCOc1ccc(N2C(=O)CC(N(CCc3ccc(OC)cc3)C(=O)c3cccc(F)c3)C2=O)cc1 (centres undefined)	0	i	1	0	-1	-10	17	11	0	46
O=C(Nc1ccc(NC(=O)c2cccs2)cc1)c1cccs1	-1	i	0	23	-2	-159	43	10	-2	-141
COc1cc(CN2CCN(C(=O)CC(C)C)CC2)cc(OC)c1OC	-1	i	-4	nt	0	4	nt	13	-3	28
c1ccc(Nc2cccc(Nc3ccccc3)c2)cc1	-2	i	10	31	-5	-22	40	-1	-1	-86
O=C(CCN1C(=O)C2C3C=CC(C3)C2C1=O)N1CCN(c2ccc([N+](=O)[O-])cc2)CC1 (centres undefined)	0	i	-2	3	nt	-40	11	10	6	9
O=C(CCC(=O)OCC(=O)c1ccc(Cl)cc1Cl)Nc1cccc2cccnc12	-1	i	0	9	-2	-30	16	1	3	-3
Cc1ccn(S(=O)(=O)c2ccc3oc(=O)ccc3c2)n1	-3	i	-3	-1	-1	-9	8	8	0	4
CCOc1ccccc1CNCc1ccc(C(=O)O)cc1	-2	i	2	-2	0	-9	10	11	4	2
COc1ccc(NC(=S)NC(=O)c2ccc(Br)o2)cc1	-1	i	3	19	-1	-133	26	1	-3	-107
CCCCCCc1cc2cc(-c3nnc(-c4ccccc4)o3)c(=O)oc2cc1O	-2	i	2	4	0	-19	-8	10	3	-3
COc1ccccc1-n1cccc1C=O	1	i	-1	-19	-1	-1	-31	-3	4	6
O=C(c1cccc(S(=O)(=O)N2CCCC2)c1)c1nnc(-c2ccncc2)o1	1	i	-3	4	-1	-23	3	13	-2	9
COc1ccc(NS(=O)(=O)c2cccc(NC(=O)c3cnccn3)c2)cc1Br	2	i	8	2	-3	-50	14	-3	2	9
CC(O)C(O)C(O)C(O)/C=N/NC(=O)c1ccccc1 (centres undefined)	2	i	4	10	-3	-12	28	2	4	-32
CC(=O)Nc1nc(C)c(Oc2ccc(Cl)cc2Cl)c(=O)[nH]1	1	i	6	3	-3	1	6	18	5	-5
CC1N(C)c2cc(NC(=O)c3ccco3)c(P(=O)(Nc3ccc([N+](=O)[O-])cc3)N3CCOCC3)cc2C1(C)C (centres undefined)	-1	i	6	-1	-1	-25	-1	28	3	11
CCOC(=O)CN(C(=O)CSc1nnc(-c2ccncc2)n1CCCN(C)C)c1ccccc1	0	i	-4	-1	-1	-4	6	19	5	18
CCCc1cc(=O)[nH]c(SCC(=O)NCCCC(=O)OCC)n1	-1	i	1	-1	-3	-11	2	34	1	8
Cc1ccc(NC(=S)NCc2ccc(F)cc2)c(C)c1	3	i	1	2	-7	-7	1	-7	3	7
COc1ccccc1NC(=O)CN1C(=O)COc2ccc(S(=O)(=O)N3CCC(C)CC3)cc21	-1	i	-4	9	-4	-4	17	22	-1	26
OCCCNc1c2ccccc2nc2ccccc12	3	i	39*	12	0	35	16	16	-3	-155
Cc1ccccc1Nc1nc(N)nc(COC(=O)c2ccc(O)cc2)n1	-6	i	5	1	1	-9	5	10	2	-34
Cc1noc(C)c1COC(=O)c1cnc(Cl)c(Cl)c1	-2	i	-3	-3	0	3	4	13	8	-2
COc1ccc2c(c1)c(C(=O)CN1CCc3ccccc3C1)c(C)n2C	2	i	-2	-8	3	-16	0	1	1	4
CCC(C)[C@@H](N)C(=O)N/N=C/c1ccc2ncccc2c1 (some centres undefined)	-5	i	-2	0	-2	-26	5	21	2	9
O=C(Nc1c(-c2ccccc2)nc2c(Br)cc(Br)cn12)c1ccco1	-4	i	1	-2	-2	-4	0	-7	-3	6
O=C(O)c1cccc(S(=O)(=O)N2CCSCC2)c1	-1	i	-6	-1	6	7	19	16	-1	-3
Cc1ccc(-c2nn(CCC(=O)Nc3cccnc3)c(=O)c3ccccc23)cc1	-3	i	3	2	2	-13	16	17	-4	48
CCCCCCC/C(C)=N/NC(=O)CC(=O)NCCc1ccccc1	-8	i	-6	-5	-5	-21	4	34	-2	-6
N#CCSc1ncccc1-c1nc2ccccc2[nH]1	3	i	3	-3	0	-9	9	17	-3	14
CN(C)/C=C(\C#N)C(=O)Nc1ccc(O)cc1F	0	i	-3	-1	-1	-21	7	27	1	-45
COc1cc(/C=N/NC(=O)CCn2c3ccccc3c3ccccc32)ccc1O	2	i	8	7	0	-8	-3	32	-5	25
Cc1ccc(C(=O)CNc2ccc(F)cc2)cc1	-1	i	-6	15	-1	-8	12	-4	0	-54
CCOc1c2ccc(C(=O)NCC34CC5CC(CC(C5)C3)C4)cc2nn1CC	-1	i	8	1	5	-16	4	6	-3	-42
CCC1COCCS(=O)(=O)N1Cc1ccccc1C (centres undefined)	-1	i	-5	-61*	4	-8	-69	6	-2	23
O=C(O)C1C2C=CC3(CN(Cc4ccco4)C(=O)C13)O2 (centres undefined)	2	i	-3	-2	-3	-4	-3	21	0	4
O=C1Cc2ccccc2C(=O)N1CCc1ccccc1	-5	i	2	0	14	-10	4	2	-5	-28
CC(C)Cn1ccc(=O)n(CC(C)C)c1=O	-3	i	-3	1	1	-39	-4	-2	6	-5
CCC(C)Cn1c(S(=O)(=O)O)nc2ccccc21 (centres undefined)	-3	i	-4	1	nt	-5	-1	-5	-3	-4
COc1ccc(C(=O)Nc2ccccc2C(=O)Nc2cccnc2)cc1	-4	i	5	9	1	-40	24	23	1	-80
COc1ccc2cc3cc(C(=O)Nc4cc(OC)c(OC)c(OC)c4)oc3nc2c1	-2	i	10	-26	-3	-23	-29	22	0	-1
COC(=O)c1[nH]c2cc(OC)ccc2c1NC(=O)CN1CCOCC1	-1	i	-5	-1	nt	-20	5	12	2	12

Carrying on:
Compound	HSP90 refold inh	PolyA inh	IEC-6 cytotox	HSF1 inh	GSK3 alpha inh	KLF5 inhibitor	HSF-1 act	AI-2 QS mod	GSK3B inh	aSyn UTR inh
COc1ccc(S(=O)(=O)N2CC(=O)Nc3ccccc32)cc1F	1	i	0	1	-2	-4	-6	-8	-1	27
O=C(Nc1nc(-c2ccc3c(c2)OCO3)cs1)C1COc2ccccc2O1 (centres undefined)	1	i	0	4	-1	-2	-16	-5	-2	-45
CC1(C)N=C(c2cccs2)C(C)(C)N1O	1	i	1	-5	5	3	4	2	0	15
COc1ccc(-n2ncc3c2CC(C)(C)CC3NC(=O)c2ocnc2C)cc1 (centres undefined)	3	i	4	4	2	-25	23	-1	1	35
CCN1CCN(c2ccc(S(=O)(=O)N3CCCCC3)cc2NC(=O)COc2ccc(F)cc2Cl)CC1	2	i	4	2	-1	-10	-14	9	0	9
C/C(=N/NC(=O)c1cc(C2CC2)[nH]n1)c1cccs1	11	i	6	-7	10	-46	7	12	-3	84*
Cc1nc(N2CCN(C(=O)CCC(=O)O)CC2)c2c(C)c(C)sc2n1	-2	i	-4	-4	4	-33	-7	35	-1	17
O=S(=O)(Nc1ccccn1)c1cccc(S(=O)(=O)c2ccc(Cl)cc2)c1	-3	i	3	-10	-3	-15	-11	4	2	3
NC(=O)c1cccc(S(=O)(=O)N2CC(c3ccccc3)CC2=O)c1 (centres undefined)	0	i	3	-3	-1	-22	-1	20	1	14

Screening results from PubChem BioAssay.
